PAX8 reporter = lowers PAX8-driven luciferase in RMG-I cells; RMG-I TPO-luciferase reporter, SteadyGlo, 24 h; inhibition, % at 12.6 µM; 360,000 compounds, 1.2% hits; AID 652154;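 active = mean replicate inhibition at least 60% with every replicate also reaching 60%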;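 note: luciferase light reporting Pax8 driven TPO promoter activity; plate controls were median of neutral control wells for no effect and mitoxantrone controls for full effect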
EWS-Fli block = blocks EWS/Fli oncoprotein-driven transcription; AID 651661; 350,000 compounds, 0.67% hits; inhibition, % at 12.6 µM; A673 NR0B1-luciferase reporter, viability-normalised;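 active = mean inhibition of at least 50% after viability correction, with every replicate also passing that limit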;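 note: firefly luciferase signal divided by Alamar Blue viability fluorescence both relative to DMSO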
PglD DTNB = PglD (C. jejuni) enzyme inhibition. purified PglD enzyme, DTNB colorimetric CoA detection. inhibition, % at 12.5 µM. 360,000 compounds, 0.098% hits. AID 602405; in the data active = inhibition above about 16%, passing the limit was not always enough; note: strong numbers were not always called active
ERAP1 inh = ERAP1 (human) enzyme inhibition | recombinant ERAP1, Leu-AMC fluorescence, 60 min | inhibition, % at 10.7 µM | 340,000 compounds, 0.15% hits | AID 652197;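 active = mean replicate inhibition of at least 30%, or all replicates individually reaching that 30% level; inactive = mean below 30% and not every replicate reaching it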;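 note: 0% = neutral control wells and 100% = L-leucinethiol positive control wells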
Target sequence (Q9NZ08 whole entry, looked up): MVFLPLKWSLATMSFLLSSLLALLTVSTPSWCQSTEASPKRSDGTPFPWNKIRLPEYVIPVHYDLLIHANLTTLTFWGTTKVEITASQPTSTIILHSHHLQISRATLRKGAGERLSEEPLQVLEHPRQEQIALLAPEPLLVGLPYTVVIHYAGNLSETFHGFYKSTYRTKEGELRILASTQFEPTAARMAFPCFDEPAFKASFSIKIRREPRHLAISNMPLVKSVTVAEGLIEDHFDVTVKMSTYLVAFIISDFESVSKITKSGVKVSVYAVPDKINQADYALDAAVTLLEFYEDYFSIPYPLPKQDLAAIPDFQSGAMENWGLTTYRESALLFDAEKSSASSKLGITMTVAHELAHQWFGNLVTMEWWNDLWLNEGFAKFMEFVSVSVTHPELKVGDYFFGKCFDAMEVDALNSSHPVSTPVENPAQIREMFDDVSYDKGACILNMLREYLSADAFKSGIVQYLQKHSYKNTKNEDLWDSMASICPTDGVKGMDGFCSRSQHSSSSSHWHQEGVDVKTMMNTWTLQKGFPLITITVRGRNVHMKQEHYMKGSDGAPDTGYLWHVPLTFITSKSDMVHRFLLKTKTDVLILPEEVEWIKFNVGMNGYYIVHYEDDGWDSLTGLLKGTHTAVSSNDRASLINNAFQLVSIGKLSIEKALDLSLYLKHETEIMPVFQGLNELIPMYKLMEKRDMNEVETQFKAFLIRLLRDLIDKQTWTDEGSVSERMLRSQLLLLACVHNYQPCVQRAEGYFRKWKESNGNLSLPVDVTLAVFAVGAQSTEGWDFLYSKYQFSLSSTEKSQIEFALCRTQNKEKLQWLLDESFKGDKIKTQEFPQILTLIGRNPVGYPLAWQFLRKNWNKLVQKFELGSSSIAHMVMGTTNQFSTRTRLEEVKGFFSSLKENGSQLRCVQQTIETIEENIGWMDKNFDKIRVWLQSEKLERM
PGC1a acetyl inh = lowers PGC1a acetylation signal in U2OS cells; AlphaScreen anti-acetyl-lysine; with virally co-expressed GCN5 acetyltransferase; inhibition, % at 15.6 µM; 350,000 compounds, 0.17% hits;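 active = every replicate shows inhibition of at least 40%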;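 note: 0% = neutral control wells and 100% = positive control wells; some results beyond the cut were filed as inactive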
S100A4 MyoIIA = S100A4-myosin IIA interaction inhibition. P26447. S100A4/TAMRA-MyoIIA peptide fluorescence polarization. inhibition, % at 10.7 µM. 360,000 compounds, 0.14% hits;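 active = mean inhibition of at least 70% across replicates, with every replicate also reaching that level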
Target sequence (P26447 whole entry, looked up): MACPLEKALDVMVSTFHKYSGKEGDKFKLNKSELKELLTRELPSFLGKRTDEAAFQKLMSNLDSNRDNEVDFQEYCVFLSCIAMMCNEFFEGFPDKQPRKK
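Test system: S100A4 monomer protein. Medium: HEPES buffer with Ca2+, pH 7.2. Reagent: fluorescent myosin IIA peptide, 5 nM. Compound dosing: single-point compound testing. Timing: 5 min between mix addition and reading. Benchmarks: DMSO neutral and TFP positive wells.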
LGR2 antag = inhibitors of bursicon-induced Drosophila LGR2 receptor cAMP signaling; HEK293 LGR2, CRE-luciferase, bursicon-stimulated, 4 h; inhibition, % at 9.99 µM; 380,000 compounds, 0.35% hits; AID 720647;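 active = drop in luminescence signal, shown as inhibition above about 50% in the replicate tests, limit read from the data, passing the limit was not always enough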;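 note: agonist challenge used bursicon conditioned medium at about half maximal strength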
FN deposit inh = fibronectin deposition inhibition; AH1F fibroblasts, Alexa488-fibronectin deposition fluorescence, overnight; inhibition, % at 12.6 µM; 350,000 compounds, 0.086% hits; AID 743247;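 active = mean inhibition across replicates of 30% or more, regardless of how many single replicates reach that level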;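 note: positive control wells lacked labelled fibronectin entirely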
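Test system: AH1F fibroblast monolayer depositing Alexa488-labelled fibronectin into matrix. Input: 10000 cells per well. Technique: fluorescence, ex 485 nm, em 525 nm. Buffer or medium: DMEM plus 2% serum, read in PBS. Timing: 1 h cell adhesion before compound, then overnight fibronectin incubation. Compound: single dose, pinned. Read-out basis: inhibition from reduced deposited-fibronectin fluorescence.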
The depositor's hits bear a star; / = not tested or not shown; & = joins results of further samples.

SMILES	PAX8 reporter	EWS-Fli block	PglD DTNB	ERAP1 inh	PGC1a acetyl inh	S100A4 MyoIIA	LGR2 antag	FN deposit inh
CC(C)NC(=O)Nc1ccc2c(c1)CC(=O)N([C@@H](C)CO)C[C@@H](C)[C@H](CN(C)Cc1ccc3c(c1)OCO3)O2	-1.2	/	6.6	-3.2	1.5	12.6	-13.1	/
COc1ccc(S(=O)(=O)Nc2ccc3c(c2)C(=O)N([C@@H](C)CO)C[C@H](C)[C@@H](CN(C)Cc2ccc(C(=O)O)cc2)OCCCC[C@H](C)O3)cc1	-20.1	-7.9	4.1	-5.0	-1.3	3.1	3.9	/
O=C(C[C@H]1C(=O)N(Cc2ccccc2)C[C@@H]1c1ccc(Br)cc1)Nc1ccc(Br)cc1	-11.0	-1.7	/	-1.2	-11.4	6.4	14.6	-4.9
Nc1nonc1-n1nnc(C(=O)N/N=C/c2ccccc2Cl)c1CN1CCOCC1	-8.4	-8.9	-2.6	0.8	/	-0.8	-8.9	2.8
COc1cccc(-c2ccc(C3[C@H]4CNC[C@@H]3N4Cc3cc(F)ccc3F)cc2)c1 (some centres undefined)	/	4.3	/	0.3&0.2	/	28.1&-10.9	-2.4&-22.1	-1.3&-1.1
N/C(Cc1ccc(Cl)cc1Cl)=N\OC(=O)Cc1ccccc1	-36.2	-3.1	-4.8	-4.2	-5.3	0.1	-2.0	-8.0
CC(C)(C)NC(=O)COC(=O)CCC(=O)c1ccc(Cl)cc1	17.6	-4.2	/	-4.1	/	1.0	14.4	/
Cc1ccc(C2c3[nH]c4ccccc4c3C[C@H]3C(=O)N(c4ccccc4C(=O)NCCCN4CCOCC4)C(=O)N23)cc1 (some centres undefined)	/	14.7	-2.1	-9.3	0.0	-13.8	14.3	/
Cc1noc(C)c1S(=O)(=O)Nc1ccc2c(c1)C(=O)N([C@H](C)CO)C[C@H](C)[C@@H](CN(C)Cc1ccncc1)OCCCC[C@@H](C)O2	-20.8	-0.2	-0.9	0.3	-9.8	3.7	1.2	/
CC(C)NC(=O)Nc1ccc2c(c1)CC(=O)N([C@H](C)CO)C[C@@H](C)[C@@H](CN(C)S(=O)(=O)c1ccc(F)cc1)O2	-3.5	2.8	-2.2	0.9	3.0	-24.0	0.5	/
O=S1(=O)c2ccc(Br)cc2-n2nncc2CN1Cc1cccc(Cl)c1	-34.2	-7.6	/	-0.3	/	-7.5	-6.3	16.2
Cc1c(Cc2ccccc2)c(=O)oc2cc(OCC(=O)N[C@@H](Cc3ccccc3)C(=O)O)ccc12	/	5.1	4.0	-1.5	-14.8	2.0	-7.0	/
COc1cccc(-c2nc(N3CCCCC3)c3ccccc3n2)c1O	16.7	19.5	3.8	-1.2	-2.2	3.4	27.6	3.8
CCNC(=O)Nc1ccc2c(c1)C(=O)N(C)[C@H]1CC[C@H](CC(=O)Nc3ccccc3OC)O[C@@H]1CO2	/	-12.2	/	-9.4	1.9	51.4	-3.3	22.9
C[C@@H]1CCCCO[C@@H](CN(C)Cc2ccc(Cl)c(Cl)c2)[C@@H](C)CN([C@@H](C)CO)C(=O)c2cc(NC(=O)Nc3ccc(C(F)(F)F)cc3)ccc2O1	73.5*	-9.7	1.7	-0.9	-0.6	-4.7	-26.4	/
C[C@@H]1CCCCO[C@H](CN(C)Cc2ccc(C(=O)O)cc2)[C@@H](C)CN([C@H](C)CO)C(=O)c2cc(NC(=O)Nc3ccccc3)ccc2O1	-1.6	-2.0	3.4	-5.8	-4.3	-2.2	-4.1	3.9
Clc1cccc(CNc2ccn3nc(-c4ccc(OCc5ccccc5)cc4)cc3n2)c1	-13.6	-26.5	-1.0	-1.0	/	8.5	-49.0	14.7
O=C1CCN(S(=O)(=O)c2ccc(Cl)cc2)N1	4.5	/	-1.5	/	-63.1	/	/	-8.5
O=C(CN1CCN(c2ccccn2)CC1)Nc1ccccc1Br	11.2	3.0	0.4	0.3	/	0.7	-10.3	2.6
CC1CCCC(NC(=O)c2cccc(N3CCCC3=O)c2)C1C (centres undefined)	-19.3	-55.5	/	-1.9	/	-1.2	-22.6	-5.4
COc1cccc(CN2CCNC(=O)C2CC(=O)NC2CCOCC2)c1OC (centres undefined)	-14.9	0.5	2.5	3.1	-11.6	-7.2	-8.3	-4.0
c1ccc(-c2nccc3ccccc23)cc1	-9.5	-1.7	/	/	/	2.3	-13.5	2.4
CNC[C@@H]1OCCCC[C@H](C)Oc2ccc(NC(=O)Nc3ccc(C(F)(F)F)cc3)cc2C(=O)N([C@H](C)CO)C[C@@H]1C	34.4	16.0	-2.7	/	7.9	/	15.1	/
COC(=O)N/N=C/c1cc(Cl)cc(Cl)c1OCc1ccccc1	17.6	/	-7.4	/	2.4	/	9.9	/
Cc1cccnc1NC(=S)NC(=O)c1oc2ccccc2c1C	-114.6	-38.9	4.7	-5.0	/	-1.9	-49.4	-2.1
SMILES	PAX8 reporter	EWS-Fli block	PglD DTNB	ERAP1 inh	PGC1a acetyl inh	S100A4 MyoIIA	LGR2 antag	FN deposit inh
O=C(C[C@@H]1CC[C@H]2[C@@H](COC[C@H](O)CN2C(=O)Nc2ccc(C(F)(F)F)cc2)O1)NCC1CC1	24.6	-6.4	3.7	3.0	10.3	0.8	-0.4	-5.7
COc1ccc(N2Cc3ccc(OC)c(OC)c3C2=O)cc1	-50.3	-128.4	2.3	-1.8	6.8	0.4	-37.4	2.9
Cc1ccc(NC(=S)Nc2c(C)n(C)n(-c3ccccc3)c2=O)cc1Cl	5.2	4.7	/	/	/	1.9	8.4	0.9
CCn1nnnc1SCC(=O)Nc1nc2ccc(OC)cc2s1	-74.6	/	-7.4	/	-11.6	/	/	7.2
C#CCn1c(-c2ccccc2)ccc(C#N)c1=O	-15.7	-2.9	2.1	8.2	-1.6	-0.6	3.8	8.1
Cc1ccc(/C(O)=C/c2nc3cc(C)ccc3oc2=O)cc1	9.3	9.2	6.3	/	7.8	4.3	-10.1	-11.6
CC1=C(O)c2ccccc2C(=O)C1=O	/	-15.0	1.2	-5.3	9.0	-1.8	/	/
COC1OC2COC(c3ccccc3)OC2C(OC(=O)c2ccccc2)C1OC(=O)c1ccccc1 (centres undefined)	/	2.5	-2.0	-2.3	3.9	2.4	11.4	2.5
Cc1cc(C)c(-c2nc3ccccc3s2)[nH]1	-123.5	-66.1	-1.3	-1.1	/	-61.4	25.5	-2.3
Cc1nn(-c2ccccc2)c2c1C(O)CC(C)(C)C2 (centres undefined)	-17.8	6.0	0.5	3.2	4.6	-10.4	-17.2	5.2
CC(=O)NC12CC3CC(C1)CC(C(=O)N1CCN(S(=O)(=O)c4ccc(Cl)s4)CC1)(C3)C2	11.8	10.1	3.3	0.0	5.0	-3.4	-9.1	/
CO[C@H]1CN(C)C(=O)c2ccc(NS(=O)(=O)c3ccccc3C)cc2OC[C@@H](C)NC[C@H]1C	/	-13.3	3.8	0.8	2.3	-11.6	21.6	3.3
Cc1ccc(S(=O)(=O)Nc2ccc3c(c2)C(=O)N([C@@H](C)CO)C[C@@H](C)[C@H](CN(C)S(=O)(=O)c2ccc(C)cc2)OCCCC[C@@H](C)O3)cc1	39.5	-3.9	3.6	-6.0	-28.0	6.4	5.7	-5.4
CCc1ccc(CN(C)C(=O)C2CCC(=O)N(CCc3ccc(OC)cc3)C2)nc1 (centres undefined)	4.1	-1.8	-3.9	-0.9	/	-8.6	-12.1	2.4
O=C(C[C@@H]1CC[C@H]2[C@@H](COC[C@H](O)CN2Cc2ccccc2F)O1)N[C@@H]1CCN(Cc2ccccc2)C1	9.8	9.4	-1.9	0.8	6.7	-21.6	-2.4	-20.3
COc1ccc(CCC(C)NC2CCCCCCC2)cc1 (centres undefined)	14.5	11.3	-1.0	-1.1	-13.1	1.3	10.8	5.8
COc1ccccc1-c1ccccc1[C@H]1[C@@H](CO)N(C(=O)C2CCOCC2)[C@H]1C#N	/	-1.4	/	-4.9	0.2	32.1	-8.4	1.7
CCOC(=O)c1c(Nc2ccccc2OCCOC)n[nH]c1C	-0.2	-1.3	-3.6	-0.9	4.5	1.3	-0.9	6.7
Cc1cccc(OC(C)C(=O)OCC(=O)Nc2sccc2C(N)=O)c1 (centres undefined)	11.1	3.2	0.4	-0.5	/	-0.7	10.5	0.3
CCCCN(C(=S)Nc1ccc(F)cc1)c1c(N)n(CCC)c(=O)[nH]c1=O	9.1	1.2	/	-1.4	2.7	0.0	-8.6	/
C1CNCCOCCNCCN1	-15.3	/	-5.9	/	-4.2	/	/	3.8
C/C(=C/c1ccccc1)C(=O)N1CCN(c2ccccc2F)CC1	11.2	14.6	-2.3	1.0	0.0	0.5	2.3	1.4
CC1=CC(C)C(C(=O)O)C(C(=O)N2CCN(C)CC2)C1 (centres undefined)	-18.7	-2.9	/	-0.9	/	-3.4	1.6	-0.7
CCCc1c(-c2cccc(F)c2)ncn1Cc1ccccc1OC	1.7	14.4	/	1.8	/	2.5	13.6	-12.2
O=C(Cc1ccc(Br)cc1)N1CCCC1	-15.3	-5.1	-0.2	-0.3	3.4	-3.1	-9.2	-5.5

Full records from above. Order of screens: PAX8 reporter, EWS-Fli block, PglD DTNB, ERAP1 inh, PGC1a acetyl inh, S100A4 MyoIIA, LGR2 antag, FN deposit inh
O=C(C[C@@H]1CC[C@H]2[C@@H](COC[C@H](O)CN2C(=O)Nc2ccc(C(F)(F)F)cc2)O1)NCC1CC1 is listed with 24.6, -6.4, 3.7, 3.0, 10.3, 0.8, -0.4, -5.7
C#CCn1c(-c2ccccc2)ccc(C#N)c1=O is listed with -15.7, -2.9, 2.1, 8.2, -1.6, -0.6, 3.8, 8.1
Cc1nn(-c2ccccc2)c2c1C(O)CC(C)(C)C2 (centres undefined) is listed with -17.8, 6.0, 0.5, 3.2, 4.6, -10.4, -17.2, 5.2
CC(C)NC(=O)Nc1ccc2c(c1)CC(=O)N([C@@H](C)CO)C[C@@H](C)[C@H](CN(C)Cc1ccc3c(c1)OCO3)O2 is listed with -1.2, /, 6.6, -3.2, 1.5, 12.6, -13.1, /
C/C(=C/c1ccccc1)C(=O)N1CCN(c2ccccc2F)CC1 is listed with 11.2, 14.6, -2.3, 1.0, 0.0, 0.5, 2.3, 1.4

Further records:
SMILES	PAX8 reporter	EWS-Fli block	PglD DTNB	ERAP1 inh	PGC1a acetyl inh	S100A4 MyoIIA	LGR2 antag	FN deposit inh
CC(=O)Nc1ccc(NC(=O)c2ccc(OCc3c(C)noc3C)cc2)cc1	/	4.3	-1.8	1.6	-4.1	-3.2	-7.3	2.0
COc1cccc(CNc2nc(NC(C)C)nc3ccsc23)c1OC	22.7	16.4	-1.1	0.6	9.1	6.1	0.3	/
CCOC(=O)C1=C(C)NC(=O)NC1c1ccc(N(CC)CC)cc1 (centres undefined)	11.4	-3.8	5.0	1.6	10.8	-8.2	-25.6	5.8
COC(=O)c1cc(=O)cc(C(=O)OC)o1	-7.2	/	-1.1	/	11.1	/	/	-2.0
Cc1cccc(C)c1NC(=O)CSc1nc2[nH]c(=O)cc(O)c2s1	14.9	0.5	-1.2	2.2	-2.2	-7.4	-3.4	-0.6
O=C(OCc1ccc(F)cc1)c1cccnc1Cl	-17.8	-3.5	-0.1	-0.3	-3.4	0.1	26.4	-0.1
C[C@@H]1CN([C@H](C)CO)C(=O)CCCn2nncc2CO[C@H]1CN(C)S(=O)(=O)c1ccc(C#N)cc1	1.1	-0.5&-6.5	-3.0	-1.5&2.7	0.7&9.0	1.4&2.1	3.8&14.8	2.2&0.4

High-throughput results from PubChem.
